UDG counterscr – blocks uracil-DNA glycosylase in AID counter-screen; FRET deamination/UDG coupled assay, UDG read, 4 h; Potency, µM (doses to about 115 µM), without a hit: at the top dose activity change, negative = inhibition, usual class: inhibitors; actives 0.14% (n = 91,000); AID 1347430; also: nearly all actives have a fitted effect of over 65% in size
AID inh – blocks human AID cytidine deaminase activity; Q9GZX7; AID deamination FRET fluorescence, UDG-coupled, 4 h; Potency, µM (top dose mostly 115 µM), inactives show top-dose activity change, negative = inhibition, most hits filed as inhibitors; actives 0.32% (n = 91,000); AID 1347428; also: nearly all actives have a fitted effect of over 25% in size
Target sequence (Q9GZX7 whole entry, looked up): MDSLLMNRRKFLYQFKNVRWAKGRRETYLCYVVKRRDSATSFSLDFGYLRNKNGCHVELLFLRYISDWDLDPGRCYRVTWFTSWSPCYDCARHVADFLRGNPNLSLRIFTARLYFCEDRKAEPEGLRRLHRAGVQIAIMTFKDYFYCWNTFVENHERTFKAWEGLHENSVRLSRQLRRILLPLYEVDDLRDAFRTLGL
An asterisk follows results filed as active; ? = inconclusive; [ ] = another dose, or the depositor's remark. Calls follow the shape of the dose curve; as a rule, active = well fitted curve in the direction sought with a large enough effect; inconclusive = small, poorly fitted or top-dose-only effect, or another doubt; inactive = no such curve, though single readings can be large; an effect the other way counts as inactive or inconclusive. % is scaled to controls: 0 for no effect and ±100 for the full control effect; potency is read from the fitted curve at half-maximal effect. This is a subset, so the mix of outcomes need not match the whole.

# | Compound | UDG counterscr | AID inh
1 | Cc1c(C(=O)N(Cc2ccc(N(C)C)cc2)CC2CCCO2)oc2ccccc12 (configuration not stated) | -5% | -26%
2 | Cc1noc2ncnc(N3CCCC(C(=O)Nc4cc(F)ccc4F)C3)c12 (configuration not stated) | 13% | 2%
3 | O=C(NNC(=O)C1CCCCC1)c1cc(F)cc(F)c1 | 4% | -1%
4 | COc1cccc(C(=O)NC(c2ccc(Cl)cc2)c2cc(Cl)c3cccnc3c2O)c1 (configuration not stated) | -9% | 5%
5 | C1CNC(CN2CCOCC2)C1 (configuration not stated) | -13% | 36%[activator]
6 | COc1ccc(CCNc2ncnc3c2cnn3-c2ccc(F)cc2)cc1 | 32%[activator] | 1%
7 | O=C(CSc1n[nH]c(-c2cc(Br)ccc2O)n1)N1CCCC1 | 0% | -5%
8 | C#CCNC(=O)N1CCN(c2ccc(F)cc2)CC1 | 9% | 0%
9 | Cc1ccc(-c2cnc(CCC(=O)N(C)C(C)c3ccc(S(C)(=O)=O)cc3)o2)cc1C (configuration not stated) | -6% | -5%
10 | COc1ccc(N2C(=O)CSC23C(=O)N(Cc2cccc(C(F)(F)F)c2)c2ccccc23)cc1 (configuration not stated) | -9% | ?
11 | COc1ccc(C(=O)CN2C(=O)N(c3ccc(C(C)=O)cc3)S(=O)(=O)c3ccccc32)cc1 | -3% | -3%
12 | O=C(Cn1c(-c2cccs2)cc2cc(F)ccc21)NCCCN1CCN(c2ccccc2F)CC1 | 1% | -14%
13 | CC(C)CCNC(=O)C1CCC(CNS(=O)(=O)c2cccc3nsnc23)CC1 (configuration not stated) | 5%[57.5 µM] | 48%[activator][57.5 µM]
14 | Cc1cccc(NC(=O)c2ccc(N(C)C)cc2)c1C | 10% | -1%
15 | COc1cc(OC)c(NC(=O)CCn2cccn2)cc1Cl | 2% | 2%
16 | FC(F)(F)c1cccc(CSc2ncnc3ccccc23)c1 | -2% | -18%
17 | CCc1cccc(C)c1NS(=O)(=O)c1ccc(-c2coc(C)n2)cc1 | 8% | 0%
18 | CCOC(=O)c1c(NC(=O)c2cc(-c3cccc(Cl)c3)on2)sc(C(C)=O)c1C | -2% | 0%
19 | CCOC(=O)c1c(C)oc2nc(C)nc(NCCCN3CCN(c4ccccc4)CC3)c12 | 3% | 2%
20 | Cc1ccccc1C(=O)n1nc(-c2ccco2)nc1NCc1cccs1 | -5% | -5%
21 | COc1ccc(OC)c(/C=C(\C#N)c2nc3ccccc3[nH]2)c1 | 2% | -3%
22 | C=C(C)C1CC=C(C)C(COc2ccc3ccc(=O)oc3c2)C1(C)CCC(=O)OC (configuration not stated) | 1% | -8%
23 | CCOc1ccc2nc(NC(=O)c3nc(SC(C)C)ncc3Cl)sc2c1 | -22% | 17%
24 | O=C(OCc1ccc(Br)cc1)c1ccc(O)cc1 | -3% | -1%
25 | COc1ccc(OC)c(CCNc2ncnc3onc(-c4ccc(F)cc4)c23)c1 | 3% | ?
26 | C=CCOc1ccc(CNCc2ccco2)cc1 | 1% | 2%
27 | COc1cccc(C(=O)Nc2ccccc2OCc2cc(=O)n3cc(C)ccc3n2)c1 | -23% | 11%
28 | COc1cccc(OC)c1C(=O)Nc1ccc(S(=O)(=O)Nc2nccc(C)n2)cc1 | -14%[57.5 µM] | -14%[57.5 µM]
29 | O=C(NCc1ccccc1)c1nc(S(=O)(=O)Cc2ccc(F)cc2)ncc1Cl | 0% | 7%
30 | O=C(OCCOC(=O)c1cccs1)c1cccs1 | -1% | -14%
31 | CCN(CC)c1ccc(/C=N/N(c2ccccc2)c2ccccc2)cc1 | -1% | -3%
32 | O=C(NCCCNC(=O)c1nc2ccccc2c(=O)[nH]1)c1cccnc1 | -3% | -1%
33 | O=C(COc1ccccc1)NCCc1csc(-c2cccc(F)c2)n1 | 22% | -16%
34 | CCN(C(=O)Cn1nnc2sc(-c3ccccc3)cc2c1=O)c1cccc(C)c1 | 21% | -6%
35 | CC(Sc1ccc2c(c1)OCCCO2)C(=O)Nc1ccc2ccccc2c1 (configuration not stated) | -15% | -15%
36 | Oc1ccc(/C=C/c2ccc(/C=C/c3ccc(O)cc3)c(Br)c2)cc1 | 9% | 6%
37 | COc1ccc(N2C(=O)C(C)CS2(=O)=O)cc1S(=O)(=O)N1CCCc2ccccc21 (configuration not stated) | -7% | 3%
38 | O=C(OCc1cccc2cccnc12)c1cc2ccccc2[nH]1 | 0% | 0%
39 | N#Cc1nc(/C=C/c2cccs2)oc1N1CCC(C(N)=O)CC1 | 3% | 0%
40 | Cc1cc(C2=NNC(=NC(C)(C)C)SC2)c(C)n1C1CC1 | 1% | 29%
41 | O=C(Nc1cccc(F)c1)Nc1ccc2sc(NS(=O)(=O)c3ccccc3)nc2c1 | -8% | -11%
42 | Cc1ccc(-c2ccc(CCC(=O)O)n2-c2cccc(O)c2)cc1 | 7% | 57%[activator]
43 | COc1cc(NC(=O)c2ccc3c(Cl)c4c(nc3c2)CCC4)cc(OC)c1OC | -6% | 1%
44 | CCOC(=O)CSc1nc2sc3c(c2c(=O)n1Cc1ccccc1)CC(C)CC3 (configuration not stated) | -13% | ?
45 | CCCCn1c(NCCC)nc2c1c(=O)[nH]c(=O)n2C | -1% | 2%
46 | CCOc1ccc(NC(=O)CSc2nc3c(c(=O)[nH]2)CCCC3)cc1 | 2% | 7%
47 | Cc1c(NC(=O)CN(c2cc(Cl)ccc2Cl)S(C)(=O)=O)c(=O)n(-c2ccccc2)n1C | -14% | -9%
48 | COc1ccc(OC)c(CNC(=O)c2ccc(C)c(NC(=O)c3nsc4ccccc34)c2)c1 | 9% | 6%
49 | Cc1cccc(-n2ncc(C(=O)N3CCN(Cc4ccccc4)CC3)c2C2CCN(C(=O)OC(C)(C)C)CC2)c1 | 15% | ?
50 | O=C(O)CCC(=O)N1CCC(O)CC1 | 9% | 0%

New compounds follow:
# | Compound | UDG counterscr | AID inh
51 | Cc1ccc(C)c(N2CCN(CCCNC(=O)Cn3ncc4c([nH]c5ccccc54)c3=O)CC2)c1 | -7%[57.5 µM] | -6%
52 | COc1ccc(-c2nc3ccccc3s2)cc1NC(=O)COc1ccc(C)cc1 | 10% | 1%
53 | Cc1ccc(/C=N/NC(=O)c2cccs2)cc1 | -1% | 4%
54 | O=C(CCn1cnc2ccccc2c1=O)NCc1ccccc1Cl | 5%[57.5 µM] | 3%[57.5 µM]
55 | CCOc1ccc(C(=O)Nc2ccccn2)c(OCC)c1 | 1% | -3%
56 | Cc1ccc(CN(C(=O)COc2ccccc2Cl)c2ccccn2)o1 | ? | 4%
57 | CCOC(=O)c1c(NC(=O)c2nc3nc(C)cc(C(F)F)n3n2)sc2c1CCCC2 | 1% | -3%
58 | COc1ccc(-c2cc(=O)c3cc(OCC(=O)OC(C)C)ccc3o2)cc1 | ? | 15%
59 | CCN1CCN(CCNC(=O)c2cc3n(n2)CC(C)(C(=O)NCCC(C)C)N(C)C3=O)CC1 (configuration not stated) | 0% | -7%
60 | O=C(O)/C=C/c1cc(Cl)ccc1OCc1ccc(Cl)cc1 | -6% | -22%

Another view of 2 compounds above.
Each structure is followed by: UDG counterscr, AID inh
58: COc1ccc(-c2cc(=O)c3cc(OCC(=O)OC(C)C)ccc3o2)cc1
→ ?, 15%
59: CCN1CCN(CCNC(=O)c2cc3n(n2)CC(C)(C(=O)NCCC(C)C)N(C)C3=O)CC1 (configuration not stated)
→ 0%, -7%

Next section.
# | Compound | UDG counterscr | AID inh
61 | CCOC(=O)c1c(NC(=O)c2cc(C(C)C)on2)sc(C)c1C | -6%[57.5 µM] | -6%[57.5 µM]
62 | CSc1ccc(CN(C)C(=O)c2ccc3c(c2)CCCC3)cc1 | -7% | -20%
63 | CCC(NC(=O)c1cccc(OC)c1)c1ccccc1OC(F)F (configuration not stated) | -7% | -7%
64 | CCCCCCCNC(=O)CCC(=O)NCCOC | -3% | -1%
65 | Cc1ccc(C)c(Oc2c(C(F)(F)F)oc3c(CN4CCN(C)CC4)c(O)ccc3c2=O)c1 | -3% | 1%
66 | O=C(Nc1ccc(F)c(Cl)c1)Nc1c[nH]c(=O)[nH]c1=O | 31%[activator] | 36%[activator]
67 | Cc1ccc(C2CC(=O)Nc3cc4c(cc32)OCCO4)cc1Br (configuration not stated) | -3% | 0%
68 | Cc1ccc(CCNC(=O)C2CCN(c3nnc(-n4cccc4CNc4ccc(C)cc4)s3)CC2)cc1 | -8% | -8%
69 | Cc1[nH]c2ccccc2c1C(c1ccc(Cl)c(Cl)c1)c1c(C)[nH]c2ccccc12 | -14% | 40%[activator]
70 | O=C(c1cccc(C(F)(F)F)c1)N1CCCC1c1ccco1 (configuration not stated) | 3% | 0%
71 | COc1ccc(CNC(=O)CC2N=C3c4ccccc4N=C(SCC(=O)Nc4ccc(C(C)C)cc4)N3C2=O)cc1 (configuration not stated) | 48%[activator] | -2%
72 | COc1ccc(S(=O)(=O)N2CCCCCC2)cc1NC(=O)Cc1nn(C)c(=O)c2ccccc12 | 5% | -10%
73 | O=C(Cc1ccc(F)cc1)NC1CC(=O)N(c2ccccc2)C1 (configuration not stated) | -1% | 11%
74 | CCc1nc2cccnc2n1-c1ccc(CC(=O)Nc2c(C)cccc2C)cc1 | ? | 4%
75 | O=S(=O)(Nc1nc2ccccc2nc1NCCc1ccccc1)c1ccc(Cl)cc1 | -16% | -8%
76 | CCC(C)(C)C1CCC2(CC1)NC(=S)N(CCC(C)C)N2 (configuration not stated) | 3% | -4%
77 | Cc1cnc(C(=O)NC(c2ccccc2)c2ccccc2)cn1 | -5% | -1%
78 | CC(C)(C)OC(=O)N/N=C/c1ccc(Cl)cc1Cl | 3% | -2%
79 | Cc1cc(C)cc(-n2ccn(CC(=O)c3ccc(F)cc3)c(=O)c2=O)c1 | 1%[57.5 µM] | 12%
80 | Cc1ccc(C)c(N2CCN(C(=O)Nc3cn(CC(C)C)c(=O)c4ccccc34)CC2)c1 | ? | -13%
81 | CCN(CC)c1ccc(C(=O)NCc2nc3cccnc3n2Cc2ccc(C)cc2)cc1 | -1% | 34%[activator]
82 | COc1cccc(C(=O)Nc2cccc(-c3cn4ccsc4n3)c2)c1OC | -4% | -7%
83 | Cc1cccc(Oc2nc3ccccn3c(=O)c2/C=C(\C#N)c2nc3ccccc3s2)c1C | -3%[57.5 µM] | 28%[57.5 µM]
84 | CNC(=O)NC(NC(=O)c1ccccc1)(C(F)(F)F)C(F)(F)F | -1% | -4%
85 | COc1ccc(N(CC(=O)N2CCc3ccccc3C2)S(=O)(=O)c2ccccc2)cc1 | -19%[57.5 µM] | -16%[57.5 µM]
86 | CC(C)CC(=O)Nc1ccc(C(=O)OCc2cc(=O)n3nc(C(C)C)sc3n2)cc1 | -12% | 10%
87 | Oc1ccc(C2SCCS2)cc1 | -12% | -4%
88 | Cc1cccc(/C=N/Nc2ccc(Cl)c(Cl)c2)c1 | -16% | -12%
89 | C=CCOc1cccc(NC(=O)CC)c1 | -5% | -6%
90 | O=C(O)c1ccc(C=Nc2ccc(Br)cc2)cc1 | -3% | -1%
91 | Cc1c(C(=O)N(C)Cc2nc3ccsc3c(=O)[nH]2)cnn1-c1ccc(F)cc1F | -2% | 7%
92 | Cc1[nH]c(SCC(=O)Nc2ccc(S(=O)(=O)N3CCCC3)cc2)nc1Cc1ccccc1 | -2% | -4%
93 | Cc1ccc(N2CC(NC(=O)c3ccco3)CC2=O)cc1C (configuration not stated) | -15% | ?
94 | COc1ccc(S(=O)(=O)N(CC(=O)NCc2ccc(C)cc2)c2ccc(Cl)cc2)cc1 | 5% | 23%
95 | COc1cc(C(=O)NCC(c2cccnc2)N2CCc3ccccc32)cc(OC)c1OC (configuration not stated) | 7% | -8%
96 | O=Cc1cc(Cl)cc(Cl)c1O | -10% | -26%
97 | CC1(C)Cc2c(sc3ncn4nc(C(=O)NCc5ccco5)nc4c23)CO1 | -2% | -4%
98 | Cc1cc(OCc2nnc(SCc3ccc(Cl)cc3)n2C)ccc1Cl | -12% | -29%
99 | CCOC(=O)c1cn(C)nc1S(=O)(=O)N1CCCCC1 | -8% | -2%
100 | CCCCOc1ccc(NC(=O)CSc2ccc(C(=O)O)cn2)cc1 | -5% | 6%

As entered above:
Reading of CCOC(=O)c1cn(C)nc1S(=O)(=O)N1CCCCC1 in UDG counterscr: -8%
Reading of CCCCOc1ccc(NC(=O)CSc2ccc(C(=O)O)cn2)cc1 in UDG counterscr: -5%
Reading of COc1ccc(S(=O)(=O)N(CC(=O)NCc2ccc(C)cc2)c2ccc(Cl)cc2)cc1 in AID inh: 23%
Reading of Cc1c(C(=O)N(C)Cc2nc3ccsc3c(=O)[nH]2)cnn1-c1ccc(F)cc1F in AID inh: 7%

(continued)
# | Compound | UDG counterscr | AID inh
101 | CCN(CC)c1nc2c(c(=O)[nH]c(=O)n2C)n1CCCc1ccccc1 | -1% | -6%
102 | CNC(=O)/C=C/c1cccc(F)c1 | -2% | 0%
103 | CCCCc1nn2c(=O)cc(COC(=O)c3ccc(NC(=O)c4cccc(OC)c4)cc3)nc2s1 | -9% | 2%
104 | N#Cc1c(C(F)(F)F)cc(-c2cccs2)nc1SCc1ccc(F)cc1 | 2% | 5%
105 | O=C(Nc1cc(C(F)(F)F)ccc1Cl)c1c(F)cccc1F | -10% | 27%
106 | O=C(Nc1ccc(Cl)cc1F)c1ccc(=O)n(CCOc2ccccc2)n1 | -3% | -6%
107 | CC(C)CCOc1ccc(/C=C(/CC(=O)O)c2nc3ccccc3s2)cc1 | -4% | -24%
108 | Cc1ccc(NC(=O)C(Sc2nnc(-c3ccco3)n2N)c2ccccc2)cc1 (configuration not stated) | -10% | -14%

Some of the entries above, reformatted.
102) CNC(=O)/C=C/c1cccc(F)c1
103) CCCCc1nn2c(=O)cc(COC(=O)c3ccc(NC(=O)c4cccc(OC)c4)cc3)nc2s1
104) N#Cc1c(C(F)(F)F)cc(-c2cccs2)nc1SCc1ccc(F)cc1

Assay by compound	102	103	104
UDG counterscr	-2%	-9%	2%
AID inh	0%	2%	5%
